Cycloheximide cs: Cycloheximide Counterscreen for Small Molecule Inhibitors of Shiga Toxin; cell reporter, cycloheximide protein synthesis inhibition counterscreen; max response, %; 300,000 compounds, 12% hits; in the data active = max response mostly above about 13%, no sharp cut-off; inactive = mostly below about 14%; also: read at 38.3 µM for the half of the compounds with a filed dose; 0% is about no effect
Pf growth 96h: Primary qHTS for delayed death inhibitors of the malarial parasite plastid, 96 hour incubation; P. falciparum luciferase reporter growth, 96 h; Potency, µM (top dose mostly 28.7 µM), inactives show at the top dose activity change, negative = inhibition, most hits filed as inhibitors; 320,000 compounds, 6.9% hits; AID 504834, 2011; also: potency is read from the fitted curve at half-maximal effect; % is scaled to controls: 0 for no effect and ±100 for the full control effect
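Plates of compound plus infected erythrocytes (2% hematocrit, 0.05% parasitemia final) incubate 96 hours, 37 C, 5% CO2. Detection reagent added; reduced luminescence from the parasites' luciferase reporter flags inhibition.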
Sm TGR block: qHTS Assay for the Inhibitors of Schistosoma Mansoni Peroxiredoxins | Schistosoma mansoni thioredoxin glutathione reductase (TGR), Q962Y6 | purified TGR, DTNB reduction, TNB absorbance 405 nm | Potency, µM (top dose mostly 114 µM), for the others: at the highest dose activity change, negative = inhibition, actives largely listed as inhibitors | 360,000 compounds, 3% hits | AID 485364, 2010; also: potency is read from the fitted curve at half-maximal effect; % is scaled to controls: 0 for no effect and ±100 for the full control effect; nearly all actives have a fitted effect of over 60% in size
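TGR 20 nM + NADPH 100 uM (dispensed conc.), cpd preinc 15 min RT; start with NADPH (500 uM addition) then DTNB (15 mM addition). Kinetic TNB absorbance, 405 nm filter. Four-parameter Hill fit across titration.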
FBPA Giardia inh: qHTS Assay for Inhibitors of Fructose-1,6-bisphosphate Aldolase from Giardia Lamblia | A8B2U2 | AID 2451, 2010 | purified Giardia FBPA | 290,000 compounds, 0.71% hits | Potency, µM (top dose mostly 59.6 µM), without a hit: at the top dose activity, negative = inhibition, usual class: inhibitors; also: potency is read from the fitted curve at half-maximal effect; % is scaled to controls: 0 for no effect and ±100 for the full control effect; nearly all actives have a fitted effect of over 55% in size
Target sequence (A8B2U2 whole entry, looked up): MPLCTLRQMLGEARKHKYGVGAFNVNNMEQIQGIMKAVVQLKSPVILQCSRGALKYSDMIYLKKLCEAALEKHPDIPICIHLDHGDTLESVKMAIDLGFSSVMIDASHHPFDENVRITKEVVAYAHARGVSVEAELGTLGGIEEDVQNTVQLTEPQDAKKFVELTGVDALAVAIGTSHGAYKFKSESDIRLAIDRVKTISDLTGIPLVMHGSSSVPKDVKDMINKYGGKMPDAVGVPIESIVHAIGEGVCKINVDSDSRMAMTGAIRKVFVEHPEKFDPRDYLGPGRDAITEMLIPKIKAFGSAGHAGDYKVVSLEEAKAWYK
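Giardia FBPA (40 nM reagent) was preincubated 10 min at RT with compound (up to 57.5 uM final), then substrate plus GAPDH/TPI/NAD/arsenate coupling system with diaphorase/resazurin was added; resorufin fluorescence (525/598 nm) was read after 20 min.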
Pf growth 48h: Primary qHTS for delayed death inhibitors of the malarial parasite plastid, 48 hour incubation; P. falciparum luciferase growth in erythrocytes, 48 h; Potency, µM (doses to about 28.7 µM), without a hit: at the top dose activity change, negative = inhibition, usual class: inhibitors; 310,000 compounds, 5.9% hits; also: potency is read from the fitted curve at half-maximal effect; % is scaled to controls: 0 for no effect and ±100 for the full control effect
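Firefly luciferase activity from engineered P. falciparum reports growth; inhibitors lower the luminescent signal. Cultures contained 2% hematocrit erythrocytes at 0.1% final parasitemia.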
Shiga toxin inh: A qHTS for Small Molecule Inhibitors of Shiga Toxin. Vero cells, Shiga toxin protein synthesis inhibition reporter. 290,000 compounds, 9.2% hits. inhibition, % at 38.7 µM; in the data active = inhibition mostly above about 28%, no sharp cut-off; inactive = mostly below about 43%; also: 0% is about no effect
Starred values were filed as active, the others as inactive; ? = inconclusive; nt = not tested or not shown; & = joins results of further samples; ! = repeats disagree; [ ] = another dose, or the depositor's remark. Unless noted, calls follow the shape of the dose curve; as a rule, active = well fitted curve in the direction sought with a large enough effect; inconclusive = small, poorly fitted or top-dose-only effect, or another doubt; inactive = no such curve, though single readings can be large; an effect the other way counts as inactive or inconclusive. Not a hit list. Share with any hit: about 24%.

SMILES	Cycloheximide cs	Pf growth 96h	Sm TGR block	FBPA Giardia inh	Pf growth 48h	Shiga toxin inh
COC(=O)c1c(NC(=O)Cn2cnc([N+](=O)[O-])n2)sc2c1CCC(C)C2 (configuration not stated)	1	?	2%	-1%	?	-14
CCOC(=O)Cn1c(C(=O)OCC)cc2sccc21	4	?	-1%	-5%	-2%	-9
CC(=O)Nc1ccc(N=Nc2c(C)[nH]n(C(N)=S)c2=O)cc1	34*	?	-1%	7%	-1%	88*
Cc1ccc(NC(=O)COC(=O)CSC(=S)N2CCOCC2)cc1	27*	?	0%	0%	20%	42
Cc1ccccc1S(=O)(=O)Cc1ccc(C(=O)N2CCN(c3cccc(C)c3C)CC2)o1	-2	nt	-17%	5%	?	-11
Cc1cc(C)nc(N(C#N)CCOc2ccc(Cl)cc2)n1	16*	?	-1%	-10%	?	39*
O=[N+]([O-])c1ccccc1CN1CCN(Cc2c[nH]c3ccccc23)CC1	1	?	-11%	20µM*	-22%	-3
CCOC(=O)CSC1=C(C#N)C(c2ccc(C)cc2)C2=C(CCCC2=O)N1 (configuration not stated)	10	7%	-3%	-7%	-8%	-8
O=C(C[n+]1cc(-c2ccccc2)n2c1CCC2)Nc1nc(-c2ccc(F)cc2)cs1	-5	10µM*	-3%	4%	?	-4
CCOC(=O)C1C(=O)CC(C)(O)C(C(=O)OCC)C1/C=C/c1ccccc1 (configuration not stated)	-7	24%	13%	5%	-22%	-13
Cc1cccc(C)c1NS(=O)(=O)c1cc2c3c(c1)CCN3C(=O)CC2	nt	1%	0%	nt	-6%	nt
O=C(NCCc1ccccc1)c1cccc(N2CCCC2=O)c1	33*	?	1%	nt	98%[activator]	30*
Cc1ccccc1OCC(=O)NCCc1nc2ccccc2[nH]1	-6	-5%	0%	-15%	-10%	-17
O=C(O)CCCC(=O)N1CCOCCOCCOCCOCC1	-7	29%	-2%	0%	32%[activator]	-6
O=C(O)C1CCCCC1C(=O)NCCc1ccc(F)cc1 (configuration not stated)	-2	9.3µM*	-6%	-2%	21%	-4
Cc1nc2ccc(Cl)cc2c(-c2ccccc2F)c1CC(=O)O	-1	16%	3%	1%	-5%	3
COCCCNC(=O)Cn1ncc2ccsc2c1=O	-1	?	4%	4%	nt	-21
Cc1ccccc1COCCN1CCN(S(=O)(=O)c2ccccc2)CCC1=O	-5	?	8%	-8%	?	-11
CCN(C(=O)Cc1ccc(NC2=NC3CS(=O)(=O)CC3S2)cc1)c1ccccc1 (configuration not stated)	1	?	-3%	-15%	25%	-4
Cc1ccc(N(CC(=O)Nc2ccc(C)cc2C)S(=O)(=O)N2CCCC2)cc1	-2	?	0%	0%	nt	-7
COc1ccc(C=O)cc1Cn1c(C)cc(C)c(C#N)c1=O	-4	2%	3%	2%	3%	-22
O=S(=O)(NCc1ccccc1)c1cccc2nonc12	2	nt	2%	16%	-13%	-5
O=C(Nc1ccc(Br)cc1)NC1CCCCCCC1	44*	?	1%	4%	105%[activator]	137*
Cc1cc(N2CCN(C/C=C/c3ccccc3)CC2)n2ncnc2n1	2	?	2%	15%	0%	-8
Cc1ccc2cc(C)c(SCC(=O)NCC3CCCO3)nc2c1 (configuration not stated)	-1	?	12%	3%	26%	-12
N=c1c2c(ncn1CCCO)Oc1ccc3ccccc3c1C2c1ccccc1 (configuration not stated)	1	?	6%	3%	?	-14
CNC(=O)c1[nH]cnc1C(=O)N[C@@H](CC(C)C)C(=O)OCc1ccccc1	1	1%	1%	-18%	?	-19
O=C1CC(=O)N(Cc2cccs2)C(=O)N1	-1	-19%	?	2%	4%	17
Cc1ccc(C)c(NC(=O)c2nnn(Cc3ccccc3C)c2N)c1	6	279%[activator]	9%	0%	?	26
O=C(CNC(=O)c1ccco1)N=Nc1c(O)[nH]c2ccc(Br)cc12	-2	22%	-23%	-26%	27%	-6
CCC(CCC(=O)Nc1cccc([N+](=O)[O-])c1)C(=O)O (configuration not stated)	-2	24%	11%	3%	5%	-14
COc1ccc(C(c2nnnn2CCc2ccccc2)N2CCN(C3CCCC3)CC2)cc1 (configuration not stated)	42*	-5%[5.75 µM]	-7%	2%	8%	60*
O=C(CSCc1ccc(F)cc1)NCc1ccco1	21*	nt	?	-4%	-8%	42
Cc1ccc(NC2=NC(c3ccc(F)cc3)n3c(nc(C)cc3=O)N2)c(C)c1 (configuration not stated)	4	-9%	1%	10%	-24%	-14
CCNC(=S)NS(=O)(=O)c1ccccc1	2	51%[activator]	-3%	7.9µM*	5%	-2
CCn1c2c(c(=N)c3ccccc31)CCC2	-4	?	0%	0%	?	-5
Cc1ccc2cc(CN(Cc3ccco3)C(=S)NCC3CCCO3)c(=O)[nH]c2c1C (configuration not stated)	1	?	-14%	-7%	-12%	-7
CC(C)C(=O)Nc1ccc(NC(=O)c2ccc(COc3ccccc3)cc2)cc1	-1	?	-17%	2%	12%	nt
N#C/C(=C\c1ccc[nH]1)S(=O)(=O)c1ccccc1	-2	nt	0%	-8%	-6%	-5
O=C1CC(Cc2ccccc2)C(=O)N1c1ccccn1 (configuration not stated)	-3	-14%	7%	1%	0%	22
COc1ccccc1NC(=O)C(C)OC(=O)c1nc2nc(C)cc(C)n2n1 (configuration not stated)	nt	18%	-1%	nt	-2%	nt
Cc1nc(NC(=O)CC(C)C)sc1-c1csc(Nc2ccc(Cl)cc2)n1	2	4.7µM*	0%	-1%	10µM*	-15
COc1ccc(OC(C)C(=O)N2CCC(C)CC2)cc1 (configuration not stated)	-5	-6%	0%	1%	nt	-6
O=C(Cn1c(=O)[nH]c2ccccc2c1=O)Nc1cccnc1	-1	36%[activator]	2%	-6%	14%	-7
Cc1cccc(-n2cc[nH]c2=S)c1C	-2	-9%	-17%	-11%	4%	-9
CCOC(=O)N1CCC(NC(=O)c2ccc(CS(=O)c3cccc(C)c3)o2)CC1 (configuration not stated)	-10	-14%	-28%	nt	-3%	-13
O=C(N/N=C/c1cccc(C(F)(F)F)c1)c1cc2c(s1)-c1ccccc1CC2	5	57%[activator]	2%	-1%	-1%	-6
OC(c1ccccc1)(c1ccccc1)C1CN2CCC1CC2 (configuration not stated)	-4	12µM*!	0%	-2%	?	5
O=C(Nc1ccccc1)c1ccc(S(=O)(=O)NCC2CCCO2)cc1 (configuration not stated)	17	31%[activator]	?	0%	-14%	67
Cc1sc2nc(SCc3nc4ccccc4[nH]3)n(Cc3ccco3)c(=O)c2c1C	2	74%[activator]	-2%	13%	-30%	22

5 structures already listed, sorted by formula weight, ascending.
SMILES	Cycloheximide cs	Pf growth 96h	Sm TGR block	FBPA Giardia inh	Pf growth 48h	Shiga toxin inh
COc1ccccc1NC(=O)C(C)OC(=O)c1nc2nc(C)cc(C)n2n1 (configuration not stated)	nt	18%	-1%	nt	-2%	nt
O=C(N/N=C/c1cccc(C(F)(F)F)c1)c1cc2c(s1)-c1ccccc1CC2	5	57%[activator]	2%	-1%	-1%	-6
Cc1nc(NC(=O)CC(C)C)sc1-c1csc(Nc2ccc(Cl)cc2)n1	2	4.7µM*	0%	-1%	10µM*	-15
CCOC(=O)N1CCC(NC(=O)c2ccc(CS(=O)c3cccc(C)c3)o2)CC1 (configuration not stated)	-10	-14%	-28%	nt	-3%	-13
Cc1sc2nc(SCc3nc4ccccc4[nH]3)n(Cc3ccco3)c(=O)c2c1C	2	74%[activator]	-2%	13%	-30%	22

Continuation:
SMILES	Cycloheximide cs	Pf growth 96h	Sm TGR block	FBPA Giardia inh	Pf growth 48h	Shiga toxin inh
O=C(c1cccnc1)N1CCN(c2c(Cl)cccc2[N+](=O)[O-])CC1	-2	?	-15%	2%	3%	-18
CCN(CC)C(=O)CSc1nc2c(sc(=S)n2-c2ccccc2)c(=O)n1-c1ccccc1OC	-2	0%	-9%	0%	8.3µM*	-2
Cc1cc(NS(=O)(=O)c2ccc(NC(=S)NC(=O)c3ccc(Br)cc3)cc2)no1	-2	1%	50µM*	-5%	5%	4
COc1ccc(C(=O)CSc2nnc(CNC(=O)c3ccccc3)n2C)cc1	-2	?	2%	nt	-6%	-8
Cc1ccc(-c2nnc(SCC(=O)N3CC(C)CC(C)C3)o2)cc1C (configuration not stated)	-2	?	0%	2%	6%	-9
COc1cccc(NC(=O)CN(C)C(=O)c2ccccc2OCc2c(C)noc2C)c1	nt	11%	-1%	nt	-12%	nt
COc1cc(-c2nc3cnccn3c2Nc2c(C)cccc2C)ccc1O	-3	nt	3%	-5%	?	-13
CC(C)c1ccc(-c2nnn(Cc3nc4ccccc4s3)n2)cc1	-4	nt	-5%	-3%	12%	-11
COc1ccc(N2CCN(C(=O)[C@H](Cc3c[nH]c4ccccc34)NC(C)=O)CC2)cc1	4	43%[5.75 µM]	-1%	2%	-1%	20
CSc1nsc(SCC(=O)Nc2ccccc2F)n1	31*	42%[activator]	0%	1%	27%	58*
CCN1CCN(CCNC(=O)c2cn(Cc3ccccc3F)nn2)CC1	-4	?	-1%	6%	7%	-3
O=S(=O)(Nc1nc2ccccc2nc1Cl)c1ccccc1	1	-10%	-6%	20%	4%	-2
O=C1c2ccccc2S(=O)(=O)N1CC1CC(c2ccc(Cl)cc2)=NO1 (configuration not stated)	61*	-13%	2%	1%	70%[activator]	66*
O=C(CSc1n[nH]c(=O)n1C1CC1)Nc1ccccc1	-3	45%[activator]	3%	nt	19%	-2
CSc1ccc(CN(C)CC(=O)NC(=O)NCCC2=CCCCC2)cc1	nt	?	-3%	nt	?	nt
CC(NC(=O)CN(C)CC(=O)Nc1cccc(F)c1)c1ccccc1 (configuration not stated)	nt	-28%	-16%	nt	4%	nt
Cc1ccc(CNS(=O)(=O)c2c(C)[nH]c(=O)[nH]c2=O)cc1	-4	-12%	-5%	-1%	-1%	17
O=C(Nc1ccc(S(=O)(=O)N2CCCCC2)cc1)c1ccccc1Cl	-4	-24%	-7%	0%	nt	22
O=C(CCN1CCN(c2ccc(Cl)cc2)CC1)Nc1ccccc1F	6	2.9µM*	-27%	-2%	59%[activator]	-2
COc1ccc(NC(=O)c2c(Nc3ccccc3)sc(C(=O)c3ccc(F)cc3)c2N)cc1	7	nt	-11%	1%	?	39
O=C(NCCO[N+](=O)[O-])c1cccnc1	-1	?	-8%	-4%&11%	-5%	27
O=C(Nc1cc(S(=O)(=O)N2CCOCC2)ccc1-n1cncn1)c1ccc(Cl)cc1	-3	?	10%	0%	?	1
CN(C)c1ccc(NC2=C(Cl)C(=O)c3ccccc3C2=O)cc1	51*	18%	8.9µM*	?	134%[activator]	69*
O=C(C[n+]1ccc(C(=O)N/N=C/c2ccc(O)cc2)cc1)c1ccccc1	10	-2%	-22%	-15%	nt	-5
O=C(CN1CCN(C(c2ccccc2)c2ccccc2)CC1)N1N=CCC1c1ccccc1 (configuration not stated)	1	12µM*	4%	-6%	?	-15
Cc1cccc(C)c1OCC(C)N (configuration not stated)	-4	-20%&-1%	23%	0%&1%&-8%&-3%	-14%&31%	-8
COc1ccc(S(=O)(=O)NC2CC(=O)N(c3ccc4c(c3)OCCO4)C2)cc1 (configuration not stated)	nt	-8%	-8%	nt	?	nt
CS(=O)(=O)C1=NN2C(=N)/C(=C\c3ccc(OC(=O)c4ccco4)cc3)C(=O)N=C2S1	15	?	?	4%	-12%	2
COCCCn1c(SCC(=O)N2CCOCC2)nc2ccccc2c1=O	-7	?	-9%	-7%	12%	-20

Screening data deposited in PubChem by National Center for Advancing Translational Sciences (NCATS).
